# APOBEC3G inh – APOBEC3G DNA deaminase inhibitors, primary screen, biochemical, fluorescence, single-stranded DNA substrate, uHTS. DNA dC->dU-editing enzyme APOBEC-3G (Homo sapiens), Q9HC16. recombinant A3G, ssDNA deamination FAM/TAMRA fluorescence. inhibition, % at 20 µM. actives 0.28% (n = 330,000);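 active = inhibition of at least 40% at 20 µM, with no more than 30% in the related APOBEC3A deaminase screen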;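 note: plate controls were DMSO wells with A3G for no effect and wells lacking A3G enzyme for full effect; some compounds called inactive have numbers as strong as hits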
# hIAP activ – human IAP activators, primary screen, biochemical, luminescence, uHTS; Intestinal-type alkaline phosphatase (Homo sapiens), P09923; purified human IAP, CDP-Star luminescence, 30 min; hits give high values; 1 = vehicle-only enzyme, 0 = enzyme-free background; activation factor at 10 µM; actives 0.16% (n = 330,000); AID 2524, 2010;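 active = activation factor of the enzyme at least 2-fold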; note: the source names both 10 and 20 µM as test concentration; values of inactives mirror those of a sister screen read the other way
# Target sequence (P09923 whole entry, looked up): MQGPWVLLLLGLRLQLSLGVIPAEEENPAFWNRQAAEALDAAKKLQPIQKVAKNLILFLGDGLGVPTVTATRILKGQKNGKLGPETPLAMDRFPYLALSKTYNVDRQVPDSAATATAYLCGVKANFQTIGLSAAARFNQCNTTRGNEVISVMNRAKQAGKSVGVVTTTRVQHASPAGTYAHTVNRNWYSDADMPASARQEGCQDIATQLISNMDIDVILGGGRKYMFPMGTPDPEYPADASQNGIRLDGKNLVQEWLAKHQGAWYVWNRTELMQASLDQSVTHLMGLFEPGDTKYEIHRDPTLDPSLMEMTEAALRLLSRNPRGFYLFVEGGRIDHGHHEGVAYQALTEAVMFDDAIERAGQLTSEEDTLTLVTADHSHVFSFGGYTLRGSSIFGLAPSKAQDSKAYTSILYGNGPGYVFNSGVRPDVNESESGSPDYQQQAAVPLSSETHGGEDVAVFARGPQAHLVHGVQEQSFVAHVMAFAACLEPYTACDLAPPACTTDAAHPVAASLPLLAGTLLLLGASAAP
# mIAP block – inhibitors of mouse IAP, primary screen, biochemical, luminescence, uHTS | purified mouse IAP, CDP-Star luminescence, 30 min | intestinal alkaline phosphatase [Mus musculus] | actives 0.2% (n = 330,000) | inhibition, % at 10 µM | AID 2806, 2010;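 active = inhibition of at least 40% at 10 µM in the primary screen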;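 note: plate controls were DMSO with enzyme for no effect and no enzyme wells for full effect; values of inactives mirror those of a sister screen read the other way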
# MPTP block – mitochondrial permeability transition pore inhibitors, primary screen, biochemical, isolated mouse mitochondria, absorbance | Ca2+ swelling absorbance, 30 min | inhibition, % at 10 µM | actives 1.4% (n = 360,000) | AID 602449, 2012;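 active = inhibition of 50% or more, scaled per plate between neutral and stimulator controls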;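 note: 0% = DMSO wells given calcium and 100% = 1 mM EGTA wells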
# hIAP inh – human IAP inhibitors, primary screen, biochemical, luminescence, uHTS. purified IAP, CDP-Star luminescence, 30 min. Intestinal-type alkaline phosphatase (Homo sapiens), P09923. actives 0.12% (n = 330,000). inhibition, % at 10 µM. AID 2544, 2010;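 active = inhibition reaching a set limit with compound at 10 µM in the primary screen, cut at about 35% in these data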;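 note: plate controls were DMSO wells with enzyme for no effect and no-enzyme buffer wells for full effect; values of inactives mirror those of a sister screen read the other way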
# NR3A LBD binder – binders of NR3A ligand-binding domain, primary screen, biophysical, differential scanning fluorimetry, uHTS; AID 1259313, 2017; Tm shift relative to glycine control, % at 25 µM; actives 2.5% (n = 340,000); NR3A LBD differential scanning fluorimetry, Tm shift; 0% = protein alone, 100% = glycine-bound protein; Glutamate receptor ionotropic, NMDA 3A (GRIN3A) ligand-binding domain;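 active = melting temperature shift of at least 10% of the positive control shift, at one fixed dose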
# mIAP activ – activators of mouse IAP, primary screen, biochemical, luminescence, uHTS | intestinal alkaline phosphatase [Mus musculus] | muIAP, CDP-Star luminescence, 30 min; hits give high values; 1 = vehicle-only enzyme signal, 0 = enzyme-free wells | activation factor at 10 µM | actives 0.24% (n = 330,000) | AID 2805, 2010;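 active = activation factor of at least 2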; note: the source names both 10 and 20 µM as test concentration; values of inactives mirror those of a sister screen read the other way
#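 Assay system: mouse IAP enzyme; Reagent: CDP-Star chemiluminescent phosphatase substrate; Compound: DMSO-dissolved test compounds; Incubation: 30 min, room temperature; Technique: luminescence from enzymatic CDP-Star hydrolysis; Controls: DMSO-only wells and no-enzyme negative control.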
# A3A deaminase – APOBEC3A ssDNA deaminase inhibitors, primary screen, selectivity assay for APOBEC3G inhibitor project, biochemical, FAM/TAMRA oligo cleavage fluorescence; actives 0.41% (n = 330,000); inhibition, % at 20 µM; recombinant A3A, FAM/TAMRA ssDNA deamination fluorescence;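 active = at least 40% inhibition at 20 µM here, with at most 30% in a related deaminase screen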;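 note: plate controls were A3A with DMSO for no effect and wells lacking A3A enzyme for full effect; some results filed as inactive read as strong as hits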
# Target sequence (P31941 whole entry, looked up): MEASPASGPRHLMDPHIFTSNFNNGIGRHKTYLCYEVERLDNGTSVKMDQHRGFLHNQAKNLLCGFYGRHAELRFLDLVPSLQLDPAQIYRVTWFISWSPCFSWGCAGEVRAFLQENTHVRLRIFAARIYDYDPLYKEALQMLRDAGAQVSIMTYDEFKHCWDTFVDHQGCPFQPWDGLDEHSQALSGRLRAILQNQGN
# MIN6 prolif – inducers of MIN6 beta-cell proliferation, primary screen, ATP luminescence, uHTS; AID 2380, 2010; actives 0.29% (n = 330,000); MIN6 cells proliferation, ATPlite luminescence, 48 h; cells starved in 0.2% serum; 100% = growth in 10% serum; proliferation, % at 10 µM;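 active = compounds whose signal lies at least 3.5 SD above the mean of all wells on their plate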;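 note: 0% = DMSO-treated cells in low-serum medium and 100% = 10% serum control; some compounds called inactive have numbers as strong as hits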
# Starred values were filed as active, the others as inactive; . = not tested or not shown.
# Each structure is followed by: APOBEC3G inh	hIAP activ	mIAP block	MPTP block	hIAP inh	NR3A LBD binder	mIAP activ	A3A deaminase	MIN6 prolif
O=C(Nc1c(F)cc(F)cc1Br)c1cc(-c2ccco2)on1
→ 2	1	-3	4.6	-1	-2	1	3	3
Cc1cccc(OCc2nnc3n2CCCCC3)c1
→ -4	0.99	3	-0.8	1	1	0.97	-4	1
COc1ccc(NC(=O)COc2ccccc2C(=O)NCC(c2ccccc2)N(C)C)cc1Cl (stereo unspecified)
→ -5	1.1	-37	-0.4	-9	-4	1.4	-2	-1
COc1ccc(NC(=O)N2CCc3ccccc3C2)cc1
→ -5	1.1	-3	-0.5	-9	1	1	-2	-2
O=C(CSc1ncnc2c1nnn2Cc1ccc(F)cc1)NC1CCCC1
→ -3	0.98	0	0.3	2	0	1	0	1
Nc1nc(-c2ccccc2)c(-c2ccc([N+](=O)[O-])cc2)s1
→ -7	0.95	3	-0.3	5	-1	0.97	-3	-7
O=C(Nc1ccccc1Cl)Nc1ccccc1Cl
→ -5	1	-14	1.6	0	-3	1.1	1	-2
CCCN1CCN(C(=O)C2CCN(c3nnc(C)c4c(C)n(-c5ccc(C)cc5)nc34)CC2)CC1
→ -1	1.1	1	-0.4	-10	0	0.99	-6	-5
CCCCN(C)C(=O)Cn1c(=O)oc2cc(S(=O)(=O)N3CC(C)CC(C)C3)ccc21 (stereo unspecified)
→ -6	1.2	-2	0.6	-24	-1	1	-6	-2
COCCNC(=S)N(Cc1cc2cc(C)ccc2n2nnnc12)C1CCCC1
→ -7	1	15	2.0	0	-7	0.85	-3	1
Cc1ccc(Cl)cc1N1CCN(C2CCCCC2NS(=O)(=O)c2ccccc2)CC1 (stereo unspecified)
→ 0	0.98	-2	-0.3	2	1	1	0	-3
COCC(C)n1c(SCC(=O)Nc2cc(C)on2)nc2ccccc2c1=O (stereo unspecified)
→ -8	1.1	6	0.0	-10	4	0.94	-1	1
Cc1cccc(C)c1N(Cc1ccccc1F)S(C)(=O)=O
→ -9	1.1	2	-1.3	-6	1	0.98	-5	-2
CC(C)Oc1ccc(C(CC(=O)O)n2cnnn2)cc1 (stereo unspecified)
→ 4	0.95	7	-2.4	5	1	0.93	-3	0
NS(=O)(=O)c1ccc(CNC(=O)/C=C/c2ccco2)cc1
→ 13	0.98	46*	0.6	2	0	0.54	24	1
C=CCN(Cc1cccc(OC)c1OC)S(=O)(=O)N(C)C
→ -2	1	0	0.1	0	0	1	0	0
Cc1ccc(CNC(=O)Cc2noc3ccccc23)cc1
→ -7	0.95	-11	0.3	5	0	1.1	0	-1
CC(=O)N1CCN(c2ccc(NC(=O)c3ccc4c(c3)OCCO4)cc2Cl)CC1
→ -4	0.94	-16	-0.5	6	-1	1.2	1	-4
O=C(CCc1ccc(S(=O)(=O)N2CCOCC2)cc1)Nc1nccs1
→ -2	1.1	2	-1.8	-6	0	0.98	3	-2
O=C(COC(=O)c1c(Cl)cccc1Cl)Nc1cc(Cl)ccc1Oc1ccccc1
→ -1	1.1	-3	-2.9	-14	-3	1	-1	-5
O=S(=O)(Nc1ccc(O)c2ccccc12)c1ccc(OC(F)(F)F)cc1
→ -3	1.2	2	35	-16	5	0.98	-4	-4
CN(C(=O)CSc1n[nH]c(=O)[nH]c1=O)c1ccccc1
→ -8	1	-7	0.2	0	0	1.1	-7	6
Cn1ncc(N=Cc2ccccc2)c1C(N)=O
→ -7	1	-8	-0.7	-3	-3	1.1	-1	-2
COc1ccccc1-c1noc(-c2ccccc2C(=O)NCC2CCCO2)n1 (stereo unspecified)
→ -1	1.1	-4	-1.3	-10	-3	1	-2	-2
COCCn1c(-c2ccc(Cl)cc2)nc2c(c(=O)c3ccccc3n2C)c1=O
→ -6	0.81	-2	.	20	.	1	3	0
Cc1ccc(NC(=O)CS(=O)CC(=O)NCC2CCCO2)cc1 (stereo unspecified)
→ -7	1.1	-2	-1.9	-13	2	1	-4	-3
Cc1cccc(NS(=O)(=O)c2csc(C(N)=O)c2)c1
→ -3	1.1	-4	0.8	-12	2	1	0	-6
CN1C(=O)CC(c2cn(Cc3ccccc3)c3ccccc23)C1=O (stereo unspecified)
→ 5	1.1	7	1.4	-7	-1	0.93	12	-2
CN(CCc1ccccn1)C(=S)Nc1cccc(S(=O)(=O)N(C)C)c1
→ 0	1	-16	0.2	-2	-1	1.2	0	0
CC(=O)N1CCC2(CC1)C/C(=N\NC(=S)Nc1ccc(C)cc1)c1cc(O)ccc1O2
→ 0	1	2	-0.8	-2	-24	0.98	1	-1
COc1ccc(-n2c(=O)c3c4c(sc3n3cnnc23)CC(C)CC4)cc1 (stereo unspecified)
→ -6	0.88	10	0.5	12	-1	0.9	-3	-1
CC(C)N1CC(C(=O)Nc2nc3ccccc3s2)CC1=O (stereo unspecified)
→ -1	1	4	0.0	-4	-2	0.96	-2	-5
COc1cccc(-n2c(SCC(=O)NCc3cccs3)nc3ccccc3c2=O)c1
→ -5	0.99	-12	1.0	1	-4	1.1	-2	2
Cc1ccc(-c2nc3ccccc3c(=O)n2CCCn2ccnc2)cc1
→ 1	0.99	-11	0.5	1	2	1.1	4	0
CCOC(=O)c1ccc(NC(=S)N2CCN(CCNC3=CC(=O)CC(C)(C)C3)CC2)cc1
→ -4	1	5	-1.7	0	0	0.95	-1	2
C/C(=N\NC(=S)NC1CCCCC1)c1ccc(OC(F)F)cc1OC(F)F
→ -2	1.2	1	33	-17	-7	0.99	1	-7
COc1ccc(NC(=O)c2ccc(-n3cccn3)nc2)c(OC)c1
→ -5	1	11	-0.5	-4	-4	0.89	-2	2
CCSc1ccc([C@@H]2[C@@H]3C(=O)N(CC)C(=O)[C@@H]3[C@]3(C(=O)OC)CCCCN23)cc1OC
→ -5	0.93	11	0.4	7	-1	0.89	-3	-3
COCc1nnc(NC(=O)CCN2C(=O)c3ccccc3C2=O)s1
→ -9	1	-1	-1.0	-2	1	1	-8	-3
CCOC(=O)Cc1csc(NC(=O)c2ccc(C)c(S(=O)(=O)N3CCOCC3)c2)n1
→ -6	0.84	18	0.0	16	-2	0.82	-1	-1
COc1ccc(CC(=O)N/N=C/c2c(C)n(C)c3ccccc23)cc1OC
→ -11	1.2	-15	0.7	-19	1	1.1	-5	-4
CC1=C(C(=O)Nc2ccccc2)C(c2ccc(C)o2)n2c(s/c(=C/c3ccccc3)c2=O)=N1 (stereo unspecified)
→ -2	0.9	10	-1.8	10	-1	0.9	7	-6
COc1ccccc1CNC(=O)COC(=O)c1cc(-c2ccco2)nc2ccccc12
→ 60	0.97	9	0.6	3	.	0.91	91	-3
CCCC(=O)Nc1nc2ccc(S(N)(=O)=O)cc2s1
→ 12	1	-9	-2.2	0	0	1.1	5	1
CCc1cc(=O)[nH]c(SCCC(F)=C(F)F)n1
→ -6	0.96	7	-0.9	4	0	0.93	-1	-1
CCOC(=O)CSc1nnc(NCC(=O)OC)c(=O)[nH]1
→ -4	1.1	10	2.3	-12	-1	0.9	2	-1
Cc1c(O)ccc(C(=O)CN2C(=O)c3ccccc3C2=O)c1O
→ -6	0.85	-2	0.8	15	9	1	-2	5
COc1ccccc1N1CCN(C(=O)CN(C2CCCCC2)S(C)(=O)=O)CC1
→ -1	0.94	-9	-0.3	6	-1	1.1	0	-3
O=C(Nc1ccccc1)/C(=C\c1ccco1)NC(=O)c1ccco1
→ -1	1	1	-1.9	-4	-6	0.99	2	0
Cc1ccc(-n2cc(CN3CCCN(C=O)CC3)c(-c3ccc(F)cc3)n2)cc1
→ -5	0.97	2	0.1	3	3	0.98	0	-1
O=C(C1=C[C@@H](c2ccccc2)C[C@@H](OCc2ccc(CO)cc2)O1)N1CCCCCCC1
→ -7	0.95	-5	-1.8	5	-1	1.1	3	3
COc1ccc(CCC(=O)N2CCCC(Nc3ccccc3)C2)cc1OC (stereo unspecified)
→ -2	1.2	0	21	-23	1	0.99	-7	2
CN1CCN(Cc2nc3c(c(=O)[nH]c(=O)n3C)n2Cc2c(F)cccc2Cl)CC1
→ -8	0.86	3	-1.9	14	0	0.97	-2	-3
O=C(N/N=C/c1ccccc1O)c1cc[n+]([O-])cc1
→ -5	1.5	-8	-2.2	-49	1	1.1	2	-2
COc1ccccc1NC(=S)N(c1ccccc1)C(C)C
→ -1	1.1	-7	-1.0	-11	0	1.1	4	0
CSc1cccc(NS(=O)(=O)c2cc(Br)cnc2N)c1
→ -5	1.1	0	1.9	-10	0	1	-5	-2
COc1ccc([C@@H](C)NC(=O)CCc2nnc(-c3cc(C)on3)o2)cc1
→ 0	0.8	3	-0.1	20	-2	0.97	3	-2
O=C(Nc1cccc(NC(=O)c2cccc(F)c2)c1)c1ccccc1
→ -6	0.94	0	-1.0	6	-6	1	-5	-1
COc1cccc(/C=N/NC(=O)c2cc(C34CC5CC(CC(C5)C3)C4)[nH]n2)c1
→ -9	0.99	6	-4.5	1	2	0.94	-5	-3
O=C(CSc1nnc(-c2ccc(Br)cc2)o1)Nc1cccc2ccccc12
→ -2	1.1	2	1.2	-14	0	0.98	3	-3

# Taken from above:
# `COc1ccccc1CNC(=O)COC(=O)c1cc(-c2ccco2)nc2ccccc12` in A3A deaminase reads 91
# `COc1ccc(CC(=O)N/N=C/c2c(C)n(C)c3ccccc23)cc1OC` in hIAP activ reads 1.2

# Other results
# Each structure is followed by: APOBEC3G inh	hIAP activ	mIAP block	MPTP block	hIAP inh	NR3A LBD binder	mIAP activ	A3A deaminase	MIN6 prolif
COC(=O)c1sccc1NC(=O)c1cccc(OC)c1
→ -4	1	1	-0.3	-3	2	0.99	-1	-2
Cc1ccc(-c2nnc(-c3ccccc3S(=O)(=O)Cc3ccc(Cl)cc3)o2)cc1
→ -3	0.91	5	3.1	9	-5	0.95	-1	-2
CCOC(=O)C(Cc1ccccc1)C(=O)c1ccco1 (stereo unspecified)
→ -5	0.93	5	-0.1	7	-3	0.95	-2	2
O=C(NCCNC1CCN(Cc2ccccc2)CC1)c1cccs1
→ -4	1.1	2	.	-8	.	0.98	-3	-4
Cc1occc1C(=O)Nc1cccc([N+](=O)[O-])c1C
→ -6	0.95	6	-0.1	5	-1	0.94	-1	-1
CC(=O)N(Cc1cccnc1)Cc1cc2ccccc2[nH]c1=O
→ -4	0.94	2	-2.0	6	-2	0.98	-2	-3
COc1ccccc1N(C)S(=O)(=O)c1ccc(C(=O)N(C)Cc2ccc(Cl)s2)cc1
→ -6	1	14	-0.2	-3	-1	0.86	-3	-4

# Screens as filed in PubChem BioAssay.
